INS-1E GSIS act: GLuc luminescence reporter in INS-1E cells, primary screen for activators of glucose-dependent secretion of insulin | INS-1E GLuc reporter insulin secretion, 2-3 h | activation, % at 16.6 µM | 370,000 tested, 0.61% active | AID 743287;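 active = lowest replicate activation of at least 40%, so every replicate reaches that level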;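 also: 0% = median of neutral control wells and 100% = median of IBMX positive control wells; some compounds called inactive have numbers as strong as hits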
FN deposition inh: fibronectin deposition inhibition; AH1F fibroblasts, Alexa488-fibronectin deposition fluorescence, overnight; inhibition, % at 12.6 µM; 350,000 tested, 0.086% active;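 active = mean inhibition across replicates of 30% or more, regardless of how many single replicates reach that level; inconclusive = mean under 30% yet at least half of replicates reach 30%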;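 also: positive control wells lacked labelled fibronectin entirely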
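material = AH1F fibroblast monolayer depositing Alexa488-labelled fibronectin into matrix | amount = 10000 AH1F cells/well | buffer or medium = DMEM plus 2% serum, read in PBS | incubation = 1 h cell adhesion before compound, then overnight fibronectin incubation | detection = fluorescence at 485 nm excitation, 525 nm emission | evaluation = percent inhibition as loss of matrix-bound fibronectin fluorescence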
CFTR F508del cor: correctors of CFTR F508del function in bronchial epithelial cells; CFBE cells, YFP halide quenching; stimulated with forskolin plus potentiator P3; % fluorescence drop versus neutral controls; activity (quench increase), % at 7.58 µM; 350,000 tested, 0.36% active; AID 720511;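 active = mean added fluorescence quench of at least 8% versus neutral control, with both replicates also reaching 8%; inconclusive = only one of the mean or replicate conditions met; inactive = mean below 8% and not both replicates reaching 8%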;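 also: cells transiently co-express mutant CFTR-F508del with the halide-sensitive YFP; corrector assay measuring rescue of mutant channel to the surface after 24 h compound exposure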
miR-122 sensor: miR-122 inhibition in Huh7 cells; Huh7 miR-122 Renilla luciferase sensor, 48 h; neutral wells = 0, positive control = 100; activation (reporter increase), % at 12.5 µM; 340,000 tested, 0.3% active;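 active = mean replicate activation score at least 90 and every replicate individually at or above 90; inconclusive = only one of the two criteria met; inactive = neither criterion met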;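 also: higher luciferase means less miR-122 activity so hits act as miR-122 inhibitors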
EWS-Fli inh: blocks EWS/Fli oncoprotein-driven transcription. A673 NR0B1-luciferase reporter, viability-normalised. inhibition, % at 12.6 µM. 350,000 tested, 0.67% active. AID 651661;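 active = mean inhibition of at least 50% after viability correction, with every replicate also passing that limit; inconclusive = mean reaches 50% but only one of two replicates passes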;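 also: firefly luciferase signal divided by Alamar Blue viability fluorescence both relative to DMSO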
PAX8 inh HTS: lowers PAX8-driven luciferase in RMG-I cells; RMG-I TPO-luciferase reporter, SteadyGlo, 24 h; inhibition, % at 12.6 µM; 360,000 tested, 1.2% active;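 active = mean replicate inhibition at least 60% with every replicate also reaching 60%; inconclusive = only one of the two criteria is met; inactive = mean below 60% and not all replicates reaching 60%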;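 also: luciferase light reporting Pax8 driven TPO promoter activity; plate controls were median of neutral control wells for no effect and mitoxantrone controls for full effect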
DENV2 CPE rescue: protects cells from dengue virus 2 cytopathic effect. DENV2-infected cells, cytopathic effect rescue, plate reader. CPE inhibition, % at 9.99 µM. 350,000 tested, 1.7% active. AID 651640; in the data active = CPE inhibition above about 20%, passing the limit was not always enough; inconclusive = no clear call, values can overlap the other calls; tested in BHK-21 cells;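 also: 0% = median of neutral control wells and 100% = median of positive control wells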
* hit, by the source's call; ? = inconclusive; nt = no result given; & = joins results of further samples; [ ] = another dose, or the depositor's remark.

SMILES	INS-1E GSIS act	FN deposition inh	CFTR F508del cor	miR-122 sensor	EWS-Fli inh	PAX8 inh HTS	DENV2 CPE rescue
COc1cccc(-c2nc(CS(=O)CC(=O)NC3CCCC3)c(C)o2)c1 (configuration not stated)	-8.7	5.5	1.5	-0.5	-7.5	5.6	4.5
CCCCN(C)c1nc(-c2ccco2)c2c(c1C#N)CC(C)(C)OC2	-12.2	2.3	0.2	nt	3.5	5.1	-1.4
COc1ccc(/C=C/c2cc[n+](C(=O)Cc3ccccc3)cc2)cc1	nt	-4.4	1.0	-6.6	34.1	20.3	8.7
Cc1noc(C)c1S(=O)(=O)N(C)C[C@H]1Oc2ccc(NC(=O)Nc3cccc4ccccc34)cc2CC(=O)N([C@@H](C)CO)C[C@H]1C	-14.8	17.1	-0.5	0.4[16.7 µM]	-2.6	-14.5	-6.5
CO[C@@H]1CN(C)C(=O)c2cc(NC(=O)Cc3ccccc3)ccc2OC[C@@H](C)N(CC2CC2)C[C@@H]1C	3.4	6.1	-1.1	nt	1.8	12.8	11.9
CC(C)NC(=O)Nc1ccc2c(c1)C(=O)N(C)[C@H]1CC[C@@H](CC(=O)NCC(F)(F)F)O[C@@H]1CO2	12.1	-10.3	1.4	23.3[16.7 µM]	-3.5	-22.3	0.3
O=C(CSc1ccc2ccccc2c1)NCc1cccs1	-7.0	3.9	nt	nt	-15.6	39.4	-3.2
CC(C)(Cc1ccc(O)cc1)NC(=O)CC(=O)N=Nc1c(O)[nH]c2ccc(Br)cc12	-3.3	nt	0.4	nt	4.7	-8.4	2.8
CS(=O)(=O)c1ccc(C(=O)Nc2ccc(S(=O)(=O)N3CCCCC3)cc2)cc1	17.7	4.7	1.1	nt	5.3	13.9	-1.7
CC(c1ccccc1)c1nnc(NC(=O)Nc2ccccc2)s1 (configuration not stated)	-1.4	-7.4	-2.1	-0.2	-13.7	-10.4	?
COc1ccc(C(=O)N2CCC(n3c(C)nc4cc(F)ccc43)CC2)cc1	-16.7	1.4	-2.6	nt	11.6	-1.2	-6.0
CCOC(=O)C1CCCN(S(=O)(=O)c2cc3c(cc2Cl)NC(=O)CO3)C1 (configuration not stated)	-0.5	-3.1	-0.2	-0.8	0.2	11.4	0.1
COc1ccccc1/C=C1\SC(=O)N(CCC(=O)NNC(=O)c2ccccc2Cl)C1=O	nt	3.4	nt	2.7	nt	-17.9	nt
NC(=O)COC(=O)c1ccccc1OCc1ccc(Cl)cc1	35.1	-9.5	-1.3	nt	12.2	12.7	-4.2
C[C@@H](C(=O)Nc1ccc2ccccc2c1)[C@@H]1C[C@@]1(C)[C@@H](NC(=O)c1ccccc1)c1ccccc1	4.2	4.7	-2.1	-2.7	-8.4	-24.4	1.4
CCC(=O)N1[C@@H](CO)[C@@H](c2ccccc2)C12CN(Cc1nccs1)C2	9.6	nt	-2.9	nt	0.3	9.8	4.0
Cn1c(O)c(N=NC(=O)CNC(=O)c2cccnc2)c2ccccc21	-1.0	5.6	-1.6	4.3	nt	2.8	11.1
Cc1ccc(S(=O)(=O)NC(=O)NCC2CCN(S(=O)(=O)c3ccccc3)CC2)cc1	-8.7	5.2	-1.7	14.7	2.7	-12.5	1.8
CCC(=O)NN1CCN(c2ccncc2S(=O)(=O)N2CCCCC2)CC1	12.3	3.1	-1.0	-0.4	6.6	-8.4	-1.3
COc1ccc(C(=O)Nc2ccc(N3CCN(C(=O)c4ccccc4C)CC3)cc2)cc1	-5.0	5.1	2.3	nt	14.0	9.9	5.0
CCOC(=O)C1CCN(S(=O)(=O)c2c(Cl)ccc3nonc23)CC1	-10.3	nt	-8.0	-3.9	nt	28.7	3.1
N=C1/C(=C/c2cccn2Cc2ccc(F)cc2)C(=O)N=C2SC=CN12	1.3	3.5	-2.3	5.1	4.1	-9.6	6.4
COc1ccc(OCc2nnc(SCC(=O)N3C(C)CCCC3C)o2)cc1 (configuration not stated)	-6.9	-0.1	-4.0	-2.4	6.2	-1.7	-3.4
COc1ccc(-c2cnc3c(c2)C(=O)N([C@H](C)CO)C[C@H](C)[C@H](CN(C)C(=O)Nc2ccc4c(c2)OCO4)O3)cc1	-27.7	-0.8	1.8	-9.2[16.7 µM]	13.1	nt	3.3
Nc1nnc(Cc2c[nH]c3ccccc23)s1	nt	-2.4	nt	-1.7	nt	9.1	nt
CCN=C(Nc1cccc(F)c1)SC1CC(=O)N(c2ccc(OC)cc2)C1=O (configuration not stated)	-35.4	nt	2.1	3.1	5.7	nt	12.9
CCNC(=O)CSc1nc(-c2ccccc2)cs1	-2.6	nt	0.2	nt	-36.0	-74.1	-3.0
CS(=O)(=O)Nc1ccc2c(c1)[C@H]1C[C@@H](CC(=O)O)O[C@@H](CO)[C@H]1O2	5.4	-13.0	1.5	nt	nt	-2.6	-2.6
COc1ccc(/C=C2\Oc3cc(OCC(N)=O)ccc3C2=O)cc1OC	33.4	5.8	1.1	nt	-17.8	-10.1	44.8*
CCOC(=O)CSc1nc2ccc(N3CCOCC3)cc2c(=O)n1Cc1ccccc1	nt	2.0	nt	3.0	nt	-9.1	nt
CN1C(=O)c2cc(NC(=O)C3CCOCC3)ccc2OC[C@@H]2O[C@@H](CC(=O)NCCc3ccncc3)CC[C@H]21	7.0	-4.6	nt	nt	-0.5	0.5	-4.0
O=C(c1ccccc1)c1ccc(Cn2cc(CCCO)nn2)cc1	-40.4	-3.6	0.7	-15.2	14.0	6.3	-6.0
CC(=O)Nc1cccc2c1OCCO2	nt	12.6	nt	0.4	nt	2.9	nt
CC(=O)Nc1cccc(C(=O)Nc2ccc(S(=O)(=O)N3CCCCC3)cc2)c1	-11.4	-1.9	-2.2	-5.8	4.0	30.3	-3.9
CCCCn1c(N)c(N(CCOC)C(=O)c2ccc(N3C(=O)c4ccccc4C3=O)cc2)c(=O)[nH]c1=O	9.7	0.8	3.6	nt	-3.8	-7.2	3.3
CC(c1ccccc1)n1c(-c2ccccc2F)n[nH]c1=S (configuration not stated)	nt	-12.8	2.6	7.1	5.2	-5.9	10.4
COc1ccc(Cn2cnc3c(NS(C)(=O)=O)c(C)c(C)cc32)cc1	nt	1.2	nt	-4.3	nt	-18.5	nt
Cc1ccc(S(=O)(=O)Nc2ccc3c(c2)C(=O)N([C@H](C)CO)C[C@@H](C)[C@@H](CN(C)C(=O)c2ccncc2)OCCCC[C@@H](C)O3)cc1	-8.1	-3.4	-1.7	0.4[16.7 µM]	5.5	-12.0	?
CCOC(=O)C1CCN(C(=O)c2cccs2)CC1	10.5	8.0	nt	nt	4.6	8.0	2.2
COCCN(C(=O)COC(=O)c1cnc(C)cn1)c1c(N)n(Cc2ccccc2)c(=O)[nH]c1=O	10.6	0.8	3.3	-3.4	-3.6	-13.2	-1.4
Cc1ccc(CNC(=O)c2cc3c(=O)n(C)c4ccccc4c3n2C)o1	0.6	2.4	-2.5	-4.6	-9.1	2.6	-4.9
COc1ccc(-n2c(=S)[nH]c3c(oc4ccccc43)c2=O)cc1	28.5	-1.8	nt	-3.1	nt	14.8	nt
COc1ccc(CC(=O)N2CCC(n3nccc3NC(=O)C3CCOC3)CC2)cc1 (configuration not stated)	-8.1	-0.5	-0.3	-4.8	nt	-3.6	1.9
CC(C)NC(=O)N[C@H]1CC[C@@H](CCNC(=O)C2CCC2)O[C@H]1CO	21.1	nt	-3.9	-11.3[16.7 µM]	-2.2	6.3	11.5
COc1ccc(C(CNS(=O)(=O)c2cccc(F)c2)N2CCCC2)cc1 (configuration not stated)	2.0	-1.8	6.1	-11.9	-7.3	nt	0.1
CCOC(=O)C1CCCN(S(=O)(=O)Cc2ccccc2Cl)C1 (configuration not stated)	-4.1	2.0	3.1	-2.6	1.5	3.8	7.6
Cc1c(NC(=S)NC(NC(=O)CC(C)C)C(Cl)(Cl)Cl)c(=O)n(-c2ccccc2)n1C (configuration not stated)	31.8	2.1	nt	-6.4	nt	1.3	nt
COc1ccc(CCNC(=O)C2CC(=O)N(c3ccc(Br)cc3)C2)cc1OC (configuration not stated)	0.6	5.2	1.3	-12.0	11.3	18.8	7.8
Cc1nc(-c2ccc(NC(=O)c3ccc(Br)o3)cc2)cs1	21.9	-0.5	-0.7	-11.0	-46.4	-192.1	6.1
N/C(=N\OC(=O)c1cccc2ccccc12)c1ccccn1	5.0	-2.6	2.2	3.7	-33.6	-15.7	-2.2
CS(=O)(=O)N(CC(=O)NCc1ccncc1)c1ccc(F)c(Cl)c1	13.8	9.6	-0.4	-6.2	-48.6	6.8	0.6
Cc1ccc(S(=O)(=O)Nc2cc(C)nn2-c2ccccc2)cc1	nt	-9.3	nt	-0.3	nt	-4.0	nt
COC(=O)c1ccc(COc2ccccc2/C=N/NS(=O)(=O)c2ccc(C)cc2)cc1	4.8	-5.5	nt	3.1	nt	nt	nt
Cc1ccc(Cl)cc1N1CCN(C(=O)C(=O)N2CCCCC2)CC1	4.2	1.7	-1.8	-6.3	-1.4	9.8	-3.9
CCCN(CCC)CCCNC(=O)c1cc2c(=O)n(CC)c3ccccc3c2s1	-12.7	-2.9	0.8	nt	24.9	11.6	-3.7
O=C(C[C@H]1C=C[C@H](NC(=O)c2ccccc2)[C@@H](CO)O1)NCCc1ccncc1	15.9	14.9	-2.1	nt	3.3	-12.5	5.1
COC(=O)c1sccc1NC(=O)c1c(-c2ccccc2)noc1C	5.5	9.1	nt	-26.1	nt	-0.4	nt
C[C@H](CO)N1C[C@H](C)[C@@H](CN(C)C(=O)Nc2ccc3c(c2)OCO3)Oc2ccc(NC(=O)Cc3ccccc3)cc2C1=O	5.3&-14.9	0.0	1.6&2.6	1.5[16.7 µM]	-3.1&-12.6	-11.8&-0.3	10.3
CCCC(=O)Nc1ccc2c(c1)OC[C@H](C)N(S(=O)(=O)c1cn(C)cn1)C[C@@H](C)[C@H](OC)CN(C)C2=O	8.3	8.7	-4.4	-9.9[16.7 µM]	-0.1	nt	nt
c1csc(-c2nc(N3CCCCC3)no2)c1	2.1	1.1	-2.7	0.4	-123.7	-158.9	-0.2

Remaining list, next part:
SMILES	INS-1E GSIS act	FN deposition inh	CFTR F508del cor	miR-122 sensor	EWS-Fli inh	PAX8 inh HTS	DENV2 CPE rescue
CC(O)(c1cccnc1)c1nc(-c2ccc(F)c(Cl)c2)cs1 (configuration not stated)	-21.0	10.1	-0.2	-8.4	-1.1	-4.5	-10.1
Cc1ccccc1S(=O)(=O)N[C@H]1CC[C@@H](CCn2cc(Cc3ccccc3)nn2)O[C@@H]1CO	4.4	-5.3	0.6	nt	6.6	5.3	-5.4
Cc1cccc(C(=O)NCc2nnc(SCC(=O)Nc3nncs3)n2C)c1	22.5	-6.0	-0.6	-1.6	0.8	-14.8	4.2
C[C@@H]1CC=C[C@H]2[C@H]1C(=O)N(Cc1ccccc1)[C@H]2c1ccc(-c2cc3ccccc3s2)cc1F	1.9	0.3	-2.2	10.4	-90.2	-238.2	-13.5
O=C(C[n+]1cccc(CO)c1)Nc1nc2ccccc2s1	-5.1	11.3	0.2	6.5	-0.9	5.1	-1.1
COc1cc(C(=O)NCC(=O)N/N=C/c2ccco2)cc(OC)c1OC	6.0	-5.0	5.1	10.0	5.7	1.6	-3.3
O=C(c1ccc(Cl)cc1)C1CCN(C(=S)Nc2ccccc2)CC1	0.7	-8.3	1.7	1.0	2.8	-11.8	-9.5
Cc1ccnc(NC(=O)CNC(=O)c2ccc3c(c2)OCO3)c1	3.4	4.2	-2.1	-0.8	nt	3.9	1.4

Source: PubChem BioAssay
